KLK5 inh: kallikrein 5 (human) inhibition | recombinant hK5, fluorogenic AMC substrate cleavage | inhibition, % at 5 µM | 210,000 tested, 0.59% active | AID 873;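 active = inhibition of 40% or more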;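 also: 0% = enzyme controls without compound and 100% = no-enzyme blanks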
Target sequence (Q9Y337 67-293 limits assumed): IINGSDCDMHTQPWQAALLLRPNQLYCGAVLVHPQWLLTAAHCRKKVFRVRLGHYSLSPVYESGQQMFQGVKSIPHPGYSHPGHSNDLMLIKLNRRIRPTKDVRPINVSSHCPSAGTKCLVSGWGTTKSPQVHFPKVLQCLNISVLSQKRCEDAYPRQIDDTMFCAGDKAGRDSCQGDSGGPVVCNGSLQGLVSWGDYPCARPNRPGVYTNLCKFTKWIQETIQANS
Wee1 degr inh: inhibitors of human Wee1 degradation; P30291; HeLa Luc-Wee1K328M stability, luciferase luminescence; 100% = proteasome inhibitor MG132 effect; reporter increase, % at 5 µM; 220,000 tested, 1.2% active;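 active = activation above the mean of all tested compounds plus 3 SD, set per screening run, cut at about 8.8% in these data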;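 also: cells exposed to compound for 20 h before luminescence read; 0% = DMSO alone and 100% = MG132 at 30 µM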
FXIIa inh: inhibitors of human coagulation factor XIIa. P00748. purified FXIIa, Boc-QGR-AMC fluorogenic substrate, 2 h. inhibition, % at 5 µM. 220,000 tested, 0.3% active. AID 800; in the data active = inhibition above about 40%;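 also: 0% = enzyme with no compound and 100% = blank without enzyme; many of its hits are not listed in these tables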
Target sequence (P00748 20-372 limits assumed): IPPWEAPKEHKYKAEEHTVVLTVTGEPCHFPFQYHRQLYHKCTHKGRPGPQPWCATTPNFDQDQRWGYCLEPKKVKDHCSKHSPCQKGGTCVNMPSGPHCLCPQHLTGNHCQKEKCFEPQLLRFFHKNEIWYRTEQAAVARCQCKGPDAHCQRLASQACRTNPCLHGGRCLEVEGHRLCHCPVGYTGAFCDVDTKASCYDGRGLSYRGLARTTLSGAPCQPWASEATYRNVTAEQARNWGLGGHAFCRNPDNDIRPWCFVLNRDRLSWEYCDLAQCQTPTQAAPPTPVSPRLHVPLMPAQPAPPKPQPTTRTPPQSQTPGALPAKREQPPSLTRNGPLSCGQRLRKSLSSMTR
Target sequence (P00748 373-615 limits assumed): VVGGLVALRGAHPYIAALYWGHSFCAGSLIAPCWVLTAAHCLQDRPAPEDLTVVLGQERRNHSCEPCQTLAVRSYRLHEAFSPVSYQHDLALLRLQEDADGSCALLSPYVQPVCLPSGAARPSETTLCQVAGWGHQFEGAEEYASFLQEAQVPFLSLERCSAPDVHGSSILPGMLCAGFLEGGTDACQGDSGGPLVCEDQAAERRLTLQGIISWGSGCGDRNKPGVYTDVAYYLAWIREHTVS
PERK inhibitor: human PERK inhibition, primary cell-based screen; CHO PERK-DD fusion, SEAP luminescence translation reporter; inhibition, % at 5.6 µM; 220,000 tested, 0.17% active;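 active = inhibition above the mean inhibition of all tested compounds plus 3 SD, set separately per screening campaign, cut at about 2.9% in these data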;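 also: PERK kinase domain activated by AP20187 dimerizer at 100 nM; 0% = DMSO with dimerizer and 100% = rapamycin at 8.4 µM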
KCC2 mod: KCC2 (human) Cl- transport modulation; 190,000 tested, 2.2% active; Q9H2X9; B-score of Tl+ flux slope (higher = more flux/activation; lower = inhibition) at 10 µM; KCC2 cells, thallium flux FluoZin-2 fluorescence;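 active = thallium flux slope and its plate-corrected score both differing from the plate sample mean at a set confidence after two filtering rounds, in either direction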;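 also: slope of fluorescence scaled to starting intensity during 10 to 20 s after thallium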
p97 ATPase inh: blocks human p97 ATPase activity; P55072; recombinant p97 ATPase, Kinase-Glo ATP luminescence, 3 h; inhibition, % at 8 µM; 220,000 tested, 0.42% active; AID 1481; in the data active = inhibition above about 15%;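 also: 0% = DMSO vehicle and 100% = wells lacking enzyme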
Furin inh: inhibitors of human furin | AID 463115 | P09958 | inhibition, % at 30 µM | 220,000 tested, 0.061% active | purified furin, fluorogenic substrate cleavage; in the data active = inhibition above about 25%; also: inactives centre near -15
FXIa inh 1536: blocks human coagulation factor XIa protease activity | P03951 | purified FXIa, Boc-Glu-Ala-Arg-AMC fluorogenic substrate | inhibition, % at 5 µM | 220,000 tested, 0.14% active;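 active = inhibition of at least 40%; inactive = inhibition below 40%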;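 also: fluorescence of freed AMC excited at 355 nm; 0% = enzyme without compound and 100% = no enzyme blank; many of its hits are not listed in these tables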
thrombin 1536: thrombin (human) inhibition | P00734 | alpha-thrombin, Boc-VPR-AMC fluorogenic substrate cleavage | inhibition, % at 5 µM | 220,000 tested, 0.26% active | AID 1046;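 active = inhibition at or above 40%; inactive = inhibition below 40%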;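 also: 0% = enzyme with no compound and 100% = wells without enzyme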
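Material: human alpha-thrombin protein. Incubation: reaction at ambient temperature. Technique: fluorescence of released AMC, ex 355 nm, em 460 nm. Control set: no-compound enzyme wells and no-enzyme blanks. Also added: Boc-VPR-AMC substrate, 15 µM final. Buffer or medium: pH 7.5 Tris (50 mM) with NaCl 150 mM, Tween 20 0.05%.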
Numbers without * were called inactive; x = no result given; [ ] = remark or other dose.

SMILES	KLK5 inh	Wee1 degr inh	FXIIa inh	PERK inhibitor	KCC2 mod	p97 ATPase inh	Furin inh	FXIa inh 1536	thrombin 1536
CCCn1cc(S(=O)(=O)CC(=O)Nc2ccc(OCC)cc2)c2ccccc21	-17	4	-2	-0.5	0.21	1	-21	-3	7
CCOc1ccc2[nH]c(C)cc(=O)c2c1	25	-3	6	-0.2	0.34	-8	-28	6	-6
COc1cc(-c2nn3c(-c4cccnc4)nnc3s2)cc(OC)c1OC	-5	-3	10	1.0	0.88	3	-17[20 µM]	3	0
Cc1ccc(-c2nc(C3CCCN(S(=O)(=O)c4ccc(C(F)(F)F)cc4)C3)no2)cc1 (centres undefined)	5	1	13	1.0	-0.62	7	-25	4	6
COCCCNC(=O)CS(=O)Cc1nc(-c2ccccc2C)oc1C (centres undefined)	-10	-3	8	0.8	-0.59	2	-22	4	-3
CCc1ccc(CN(C)Cc2nc(Cc3ccc(OC)c(OC)c3)no2)nc1	20	3	12	0.1	x	1	-13	3	-6
O=[N+]([O-])c1ccccc1Nc1ccc(O)cc1	-9	1	2	0.8	-0.8	0	-7	-5	-2
CC(=O)COc1ccc2c(-c3cccc([N+](=O)[O-])c3)cc(=O)oc2c1	-17	3	9	0.7	-0.17	3	-6	1	5
CC(C1CC2CCC1C2)N1CC(O)=C(c2nc3ccccc3[nH]2)C1=N (centres undefined)	27	1	49*	-1.5	-1.4	-4	1	27	4
CCOC(=O)C(CCCCC(NC(C)=O)(C(=O)OCC)C(=O)OCC)(NC(C)=O)C(=O)OCC	0	-3	5	1.7	-1.4	4	-17	4	-2
CC(C)CN(CC(C)C)c1ccc(/C=N/n2cnnc2)cc1[N+](=O)[O-]	-1	1	8	0.5	-1.7	-4	6	0	3
CC(C)c1ccc(NC(=S)NNC(=O)c2cccs2)cc1	-17	-1	3	0.8	25*	1	-19	-3	-2
O=C(c1ccco1)N(CCCN1CCOCC1)c1nc(-c2ccc(Cl)cc2)cs1	-3	-1	3	-2.0	-0.0074	-8	-7	-4	-4
O=C(CCNC(=O)c1ccccc1Cl)Nc1nc(-c2ccccc2Cl)cs1	-8	0	8	-0.4	-2.1	-2	-29	5	-1
Cc1ccc(S(=O)(=O)NCC2(c3ccccc3)CCOCC2)cc1	6	0	11	1.6	-0.25	2	-21	2	-8
O=C(Cc1coc(-c2ccc(F)cc2)n1)NC1CCCCC1	2	0	9	0.1	-0.25	2	-20	-1	4
Nc1c(C(=O)c2ccccc2)oc2ccc([N+](=O)[O-])cc12	-4	-3	3	0.3	-0.69	2	-19	-4	-5
O=C(Nc1cccc(Cl)c1)c1cnn2cccnc12	24	-3	20	-0.5	-1.5	2	-11[20 µM]	19	24
CCCOc1ccc(C(=O)NCC(C)(C)N2CCOCC2)cc1	-4	-1	7	0.6	0.45	-1	-32	6	-9
N[C@@H]1CONC1=O	x	7	x	1.4	1.4	-2	x	x	x
Nc1nc(NCC2CCCO2)nc(Nc2cccc(Cl)c2)c1[N+](=O)[O-] (centres undefined)	1	1	8	-0.7	-0.044	-4	-5	4	3
O=C(NCc1ccccn1)c1ccc(Cn2c(=S)[nH]c3ccc(Br)cc3c2=O)cc1	-8	-1	14	1.6	2	-1	-11	2	-6
CCCN(CCC)CCNC(=O)CS(=O)Cc1nc(-c2ccc(C)cc2)oc1C (centres undefined)	-20	0	15	-1.2	x	-5	-26	0	-2
O=C(NCc1ccccn1)C1CCN(C(=O)c2cc3sccc3n2Cc2ccc(F)cc2)CC1	-7	-2	5	1.3	-0.38	-4	-11	-2	4
Cc1cc2ccccc2n1CCNC(=O)Cc1ccccc1	-24	-3	9	0.9	x	-2	-29	-3	-7
O=C(O)CCCc1nc2ccccc2s1	-14	0	-1	0.7	-0.14	2	-24[20 µM]	4	2
CC1CC(C)CN(Cc2nc(N)nc(Nc3ccc4ccccc4c3)n2)C1 (centres undefined)	5	0	13	-0.8	-0.94	-2	-144[20 µM]	2	1
Clc1ccc(CCNc2nc3ccccc3n3nnnc23)cc1	-28	-1	10	1.3	1.1	4	-18	0	-4
CC(Oc1ccccc1)C(=O)NNS(=O)(=O)c1ccc([N+](=O)[O-])cc1 (centres undefined)	22	-4	14	-0.1	0.35	-6	-6	6	37
CN(C)CCCNC(=O)/C=C/c1ccc2c(c1)OCO2	-19	1	10	0.8	-0.14	5	-13	1	0
COc1ccc(OC)c(-c2cc(C(=O)Nc3c(C)nn(Cc4ccc(Cl)cc4)c3C)no2)c1	0	0	14	-0.1	x	2	-13	5	3
CC(C)(C)OC(=O)CC[C@@H](C(=O)N1CCN(C(=O)OC(C)(C)C)CC1)n1cc(C(CO)NC(=O)OC(C)(C)C)nn1 (some centres undefined)	1	0	9	0.8	2	-2	-36	-1	-4
COC(=O)c1ccccc1NC(=O)COC(=O)c1ccco1	-35	-1	-6	-0.2	-0.33	5	-5[20 µM]	-5	-6
COc1ccc(-c2cc([C@H]3[C@H]4C=CC[C@@H](C)[C@@H]4C(=O)N3Cc3ccccc3)ccc2F)cc1	2	x	10	x	0.41	x	-24	3	2
COc1ccc(CCNC(=O)CSc2nc(N)cc(=O)[nH]2)cc1OC	-5	0	14	0.6	0.38	1	-25	-3	0
COc1ccc(C)cc1NC(=O)CSc1nnc(-c2ccc(C)cc2)o1	-11	-1	9	-0.1	x	-1	-28	4	0
O=C(CN1C(=O)C2C3C=CC(C3)C2C1=O)Nc1ccc2nccnc2c1 (centres undefined)	-12	5	5	0.2	x	-2	-10	-5	-7
CC1CN(C(=O)/C=C/c2cccc([N+](=O)[O-])c2)CC(C)O1 (centres undefined)	x	-1	x	1.0	x	3	-15[20 µM]	x	x
N/C(=N\OC(=O)COc1ccc(Br)cc1)c1cccnc1	-11	6	18	0.5	-0.011	2	-18	9	-1
COc1cc(C(C)=O)ccc1OCC(=O)NCC1(N2CCCCC2)CCCCC1	4	-2	5	0.0	0.38	2	-39	0	-3

Shown as a hit in KCC2 mod (from the list above):
SMILES	KLK5 inh	Wee1 degr inh	FXIIa inh	PERK inhibitor	KCC2 mod	p97 ATPase inh	Furin inh	FXIa inh 1536	thrombin 1536
CC(C)c1ccc(NC(=S)NNC(=O)c2cccs2)cc1	-17	-1	3	0.8	25*	1	-19	-3	-2

(cont.)
SMILES	KLK5 inh	Wee1 degr inh	FXIIa inh	PERK inhibitor	KCC2 mod	p97 ATPase inh	Furin inh	FXIa inh 1536	thrombin 1536
O=C(Cc1c(F)cccc1Cl)Nc1ccc(S(=O)(=O)NCC2CCCO2)cc1 (centres undefined)	7	-1	11	-0.2	0.066	-4	-4	-2	-5
Cc1ccc(NCC(=O)N/N=C/c2ccncc2)cc1	-3	0	11	0.3	0.89	-3	-8	-2	-3
Cc1cc(NC(=O)CSc2ccc3nnc(-c4ccc(Cl)cc4)n3n2)no1	3	-1	9	-1.9	-0.04	8	-14	5	0
CCOc1ccc(C2C(C(=O)c3ccc(C)o3)=C(O)C(=O)N2CCCN(CC)CC)cc1 (centres undefined)	-1	-1	6	0.6	0.58	5	-15	-4	-1
CC(C)N(Cc1ccccc1)C(=O)COC(=O)c1cnccn1	-4	1	0	0.3	x	2	-20	-6	-4
Cc1nn(Cc2c(F)cccc2Cl)c(C)c1NC(=O)C1CC1	-15	0	7	1.2	-0.44	4	-22	1	-4
Cc1ccc(CNS(=O)(=O)c2ccccc2[N+](=O)[O-])cc1	3	0	6	-0.8	-0.2	-3	-2	-2	-1
CNC(=S)NNC(=O)c1ccc(=O)n(Cc2cccc(C(F)(F)F)c2)c1	0	-2	8	1.3	0.085	4	-20	0	0
O=C(O)CC1(CC(=O)Nc2ccc3ccccc3c2)CCCCC1	-5	4	16	2.1	x	3	-18[20 µM]	4	3
Cc1cs/c(=N\N=C\c2ccccc2)n1Cc1ccco1	-11	-1	0	0.8	-1.2	-1	-13	-6	-12
CCOC(=O)N1CCN(C(=O)c2cc(-n3cnnc3)ccc2Cl)CC1	-13	1	20	1.4	-0.75	8	-21[20 µM]	-1	1
CC1CCN(c2nnc(-c3ccccc3)c3ccccc23)CC1	4	1	8	0.0	-0.58	-3	-20	-2	-1
O=C(CSc1ncnc2nc[nH]c12)N1CCN(c2ccc(Cl)cc2)CC1	4	0	-9	-1.4	x	-8	3	2	-4
Cc1ccc2oc(C(Cl)(Cl)Cl)cc(=O)c2c1	4	0	7	0.8	-0.92	0	-13[20 µM]	6	-1
COC(=O)Cn1ncc2c3ccccc3n(C)c2c1=O	0	3	-1	-1.1	x	7	-22	-13	-7
Cc1cc(C(=O)N2CCN(Cc3ccc4c(c3)OCO4)CC2)on1	-8	-3	15	0.5	0.12	7	-17	9	0
CSCC[C@H](NC(=O)C(C)(C)Oc1ccc(Cl)cc1)c1nc2ccccc2[nH]1	-2	-4	10	0.2	0.28	2	-21	11	-4

Among those listed so far, these have a Cl atom.
SMILES	KLK5 inh	Wee1 degr inh	FXIIa inh	PERK inhibitor	KCC2 mod	p97 ATPase inh	Furin inh	FXIa inh 1536	thrombin 1536
O=C(c1ccco1)N(CCCN1CCOCC1)c1nc(-c2ccc(Cl)cc2)cs1	-3	-1	3	-2.0	-0.0074	-8	-7	-4	-4
O=C(CCNC(=O)c1ccccc1Cl)Nc1nc(-c2ccccc2Cl)cs1	-8	0	8	-0.4	-2.1	-2	-29	5	-1
O=C(Nc1cccc(Cl)c1)c1cnn2cccnc12	24	-3	20	-0.5	-1.5	2	-11[20 µM]	19	24
Nc1nc(NCC2CCCO2)nc(Nc2cccc(Cl)c2)c1[N+](=O)[O-] (centres undefined)	1	1	8	-0.7	-0.044	-4	-5	4	3
Clc1ccc(CCNc2nc3ccccc3n3nnnc23)cc1	-28	-1	10	1.3	1.1	4	-18	0	-4
COc1ccc(OC)c(-c2cc(C(=O)Nc3c(C)nn(Cc4ccc(Cl)cc4)c3C)no2)c1	0	0	14	-0.1	x	2	-13	5	3
O=C(Cc1c(F)cccc1Cl)Nc1ccc(S(=O)(=O)NCC2CCCO2)cc1 (centres undefined)	7	-1	11	-0.2	0.066	-4	-4	-2	-5
Cc1cc(NC(=O)CSc2ccc3nnc(-c4ccc(Cl)cc4)n3n2)no1	3	-1	9	-1.9	-0.04	8	-14	5	0
Cc1nn(Cc2c(F)cccc2Cl)c(C)c1NC(=O)C1CC1	-15	0	7	1.2	-0.44	4	-22	1	-4
CCOC(=O)N1CCN(C(=O)c2cc(-n3cnnc3)ccc2Cl)CC1	-13	1	20	1.4	-0.75	8	-21[20 µM]	-1	1
O=C(CSc1ncnc2nc[nH]c12)N1CCN(c2ccc(Cl)cc2)CC1	4	0	-9	-1.4	x	-8	3	2	-4
Cc1ccc2oc(C(Cl)(Cl)Cl)cc(=O)c2c1	4	0	7	0.8	-0.92	0	-13[20 µM]	6	-1
CSCC[C@H](NC(=O)C(C)(C)Oc1ccc(Cl)cc1)c1nc2ccccc2[nH]1	-2	-4	10	0.2	0.28	2	-21	11	-4

Source: PubChem BioAssay

This is a random part of the collection; overall some 4.4% were active at least once.
